Mm-Cpn inhibitor: blocks the Methanococcus maripaludis chaperonin Mm-Cpn. purified Mm-Cpn ATPase, ADP Transcreener TR-FRET. Potency, µM (doses to about 76.9 µM), for the others: top-dose activity, negative = inhibition, actives largely listed as inhibitors. actives 0.031% (n = 330,000); also: potency is read from the fitted curve at half-maximal effect; % is scaled to controls: 0 for no effect and ±100 for the full control effect; nearly all actives have a fitted effect of over 80% in size
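Eu-cryptate anti-ADP/ADP-d2 competition gives a ratio inversely related to ADP. Enzyme at 25 nM was pre-exposed to compound for 10 min, then given 10 uM ATP for 30 min, 37°C throughout.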
A549 viability: counter-screen for Nrf2 inhibitors: cytotoxicity in A549 cells | A549 ARE-Fluc cells, CellTiter-Fluor viability, 18-24 h | actives 0.16% (n = 390,000) | Potency, µM (doses to about 46 µM), for the others: at the top dose activity change, negative = cytotoxicity, most hits filed as inhibitors | AID 504648; also: potency is read from the fitted curve at half-maximal effect; % is scaled to controls: 0 for no effect and ±100 for the full control effect
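A549 ARE-Fluc cells in 5% FBS OPTI-MEM, 5000 cells/well, rested 2 h then exposed to compounds in concentration-response for 18-24 h at 37 °C. Viability by CellTiter-Fluor fluorescence (Ex 405/Em 525) after 30 min; luciferase luminescence (BugLite, 15 min, RT) read afterwards.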
CCT chaperon mod: modulators of cytosolic chaperonin (CCT/TRiC) activity; purified chaperonin ATPase assay, HTRF ADP detection, 30 min; activity change, % (test concentration not listed), hits read low; actives 0.3% (n = 360,000); AID 651819; in the data active = activity change below about -30%; also: % is scaled to controls: 0 for no effect and ±100 for the full control effect
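TRiC at 40 or 20 nM final (batch-dependent) in 30 mM Tris pH 7.4, 100 mM KCl, 5 mM MgCl2, 1 mM DTT, with compound at single 76 uM and 10 uM ATP, 30 min at 37 deg C. ADP detected by HTRF Transcreener, 665/615 ratio.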
HepG2 viability: counter-screen for TGF-b inhibitors: cytotoxicity in HepG2 cells; HepG2 CAGA-GFP viability, ATP luminescence, 18 h; Potency, µM (doses to about 46.1 µM), inactives show at the highest dose activity change, negative = cytotoxicity, hits mostly cytotoxic; actives 0.76% (n = 410,000); AID 588856; also: potency is read from the fitted curve at half-maximal effect; some results filed as inactive show a strong effect at the top dose
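CellTiter-Glo luminescence gave cytotoxicity after 18 hours at 37 degrees C. The cells were HepG2 CAGA-GFP in 1% FBS DMEM, stimulated with 500 pg/mL TGF-beta after compound addition. %Activity was normalised to no-cell wells (complete cell-killing) and DMSO (no toxicity), and curves were fitted and classified.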
pAkt inh: Akt phosphorylation inhibition; Neuro2A IGF-stimulated pAkt S473 HTRF, 20 min; stronger effect = lower value; activity change, % for hits at 50 µM; actives 0.32% (n = 360,000); AID 651550; in the data active = activity change below about -80%; inconclusive = mostly about -51% to -80%; also: % is scaled to controls: 0 for no effect and ±100 for the full control effect
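Single-point screen (50 µM final compound) in Neuro2A cells stimulated 20 min with 6 nM IGF at 37 deg C. After lysis, Ser473-phosphorylated Akt read by HTRF (ex 330 nm, em 615/665 nm) as the 665/615 ratio.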
Nrf2 ARE act: activates Nrf2 signaling; AREc32 ARE-luciferase reporter (MCF7-derived line), luminescence, 24 h; Potency, µM (doses to about 46.1 µM), without a hit: at the top dose activation, actives largely listed as activators; actives 0.31% (n = 410,000); AID 624171; also: potency is read from the fitted curve at half-maximal effect; % of control where 0% means no effect; nearly all actives have a fitted effect of over 65% in size
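Steps: seed AREc32_Fluc cells (1000/well, 5% FBS OPTI-MEM); incubate overnight at 37 deg C; add 23 nL compound; incubate 24 hr; add Steady-Glo; hold 30 min RT; read luminescence.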
TGFb SMAD3 inh: TGF-b pathway inhibition. HepG2 CAGA-GFP TGF-b/SMAD3 reporter, GFP fluorescence, 18 h; TGF-beta stimulated, 500 pg/mL final. Potency, µM (series often up to 46.1 µM), for the others: at the top dose activity, negative = inhibition, actives largely listed as inhibitors. actives 1.2% (n = 410,000). AID 588855; also: potency is read from the fitted curve at half-maximal effect; % is scaled to controls: 0 for no effect and ±100 for the full control effect; nearly all actives have a fitted effect of over 65% in size
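HEPG2 CAGA-GFP, 1000 cells/well; 2 h settle, 37 C; cpd via pin tool; TGF-b 500 pg/mL final; 18 h, 37 C; GFP imaging ex488/em500-530; %Activity normalised to -TGF-b and +DMSO controls; CRC fit, curve class.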
Abeta rescue: restores growth of yeast expressing A-beta42 peptide. yeast expressing A-beta42, growth rescue, OD600, 48 h; response scale: 0% DMSO, 100% iron-clioquinol control. Potency, µM (series often up to 46.1 µM), without a hit: top-dose growth rescue, actives largely listed as activators. actives 0.063% (n = 410,000); also: potency is read from the fitted curve at half-maximal effect; nearly all actives have a fitted effect of over 55% in size
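Yeast A-beta toxicity model in growth medium with pinned compounds, 48 h at 30 C; growth read as absorbance at 600 nm. Normalized to FeCl3/clioquinol equimolar mix (positive) and DMSO (negative).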
Nrf2 block: inhibitors of Nrf2 signaling. A549 ARE-Fluc reporter, luciferase luminescence, 18-24 h. Potency, µM (top dose mostly 46 µM), inactives show top-dose activity change, negative = inhibition, hits mostly inhibitors. actives 2.1% (n = 360,000). AID 504444; also: potency is read from the fitted curve at half-maximal effect; % is scaled to controls: 0 for no effect and ±100 for the full control effect; nearly all actives have a fitted effect of over 60% in size
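Quantitative HTS in A549 cells stably bearing an antioxidant response element-firefly luciferase construct. Inhibition of Nrf2-driven transcription was scored by luminescence after 18-24 h of compound exposure at 37 °C.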
The depositor's hits bear a star; i = inactive; ? = inconclusive; . = no result given; [ ] = another dose, or the depositor's remark. Unless noted, calls follow the shape of the dose curve; as a rule, active = well fitted curve in the direction sought with a large enough effect; inconclusive = small, poorly fitted or top-dose-only effect, or another doubt; inactive = no such curve, though single readings can be large; an effect the other way counts as inactive or inconclusive.

SMILES	Mm-Cpn inhibitor	A549 viability	CCT chaperon mod	HepG2 viability	pAkt inh	Nrf2 ARE act	TGFb SMAD3 inh	Abeta rescue	Nrf2 block
COc1ccc(CNC(=S)N/N=C/c2ccc(OC)c(OC)c2)cc1	1%	0%	-3.7	-14%	.	0.6%	-7%	13%	-6%
Cn1c(-c2ccccc2)cnc1SCC(N)=O	-3%	-7%	-0.5	5%	i	0.3%	5%	17%	2%
Cc1cn(C(=O)c2ccccc2)c(=S)n1-c1ccc(Br)cc1	-4%	?	-0.7	0%	i	2.0%	13%	12%	?
Cc1ccc(NS(=O)(=O)c2c(C)[nH]c(C)c2C(=O)N2CCCCC2)cc1Cl	1%	0%	1.0	-3%	i	-0.8%	1%	-7%	?
CCOc1ccc(NS(=O)(=O)c2ccc(C(=O)NCC(c3ccc(OC)cc3)N3CCCC3)cc2)cc1 (stereo not drawn)	0%	-10%	0.9	-42%	i	4.5%	?	14%	8%
Cc1[nH]c(=O)[nH]c(=O)c1/C=N/NC(=O)CCNC(=O)OC(C)(C)C	1%	5%	0.0	-4%	i	-0.5%	-7%	22%	7%
Cc1nnc2c(NCC(C)c3ccccc3)nc3ccccc3n12 (stereo not drawn)	-11%	-1%	-2.9	-10%	i	0.5%	2%	2%	-17%
O=C(COc1ccccc1/C=C\c1[nH]c(=O)[nH]c(=O)c1[N+](=O)[O-])Nc1ccccc1	?	-12%	-4.2	-2%	i	-0.6%[9.22 µM]	-12%	5%	-1%
O=C(NNC(=O)c1ccc(Cl)s1)c1csc(N2CCOCC2)n1	-2%	0%	0.6	-17%	i	1.7%	12%	19%	16%
O=C(COC(=O)c1ccc(NS(=O)(=O)c2ccc3c(c2)OCCO3)cc1)NCC1CCCO1 (stereo not drawn)	-1%	4%	-1.0	-17%	i	-0.2%	10%	-3%	-2%
CCn1nnnc1-c1ccc(OC)c(S(=O)(=O)Nc2ccc(C(=O)OC)cc2)c1	1%	2%	-4.3	-2%	i	-0.6%	-1%	-3%	11%
CC1CCCC(C)N1/N=C/c1ccc(C(=O)O)cc1 (stereo not drawn)	0%	2%	-4.4	-19%	i	0.0%	8%	0%	-5%
Nc1ccc(C(=O)N2CCN(S(=O)(=O)/C=C/c3ccccc3)CC2)cc1[N+](=O)[O-]	1%	4%	-1.3	-3%	i	2.4%	0%	-10%	-19%
Cc1c(C(=O)NNC(=S)Nc2ccc(S(N)(=O)=O)cc2)oc2ccccc12	-1%	-2%	0.9	12%	i	-0.1%	3%	15%	4%
CCOC(=O)COc1ccc(C)cc1C(=O)c1ccn2nc(-c3ccc(C)cc3)cc2n1	.	-2%	.	0%	.	-1.2%	4%	-4%	7%
COC(=O)c1cc(NS(=O)(=O)c2ccc(C(C)C)cc2)ccc1N1CCOCC1	2%	1%	-2.7	1%	i	-0.5%	-4%	?	?
Cc1ccccc1C(=O)NCC(=O)c1ccccc1	.	5%	-0.6	-5%	i	-0.6%	8%	-6%	13%
CC(C)C[C@@H](CNCC(=O)[C@H](Cc1ccccc1)NC(=O)c1[nH]cnc1C(=O)N[C@H](CN)CC(C)C)NC(=O)c1nc[nH]c1C(=O)N[C@@H](CC(=O)O)C(=O)O	.	3%	-0.8	4%	i	3.3%	4%	-6%	13%
Nc1ccn(C2OC(CCl)C(O)C2O)c(=O)n1 (stereo not drawn)	.	.	0.1	-18%	i	-0.2%	-2%	-6%	.
CCOc1ccc(C(=O)CSc2nnc3cc(C)c4ccccc4n23)cc1	.	0%	.	-2%	.	0.1%	-23%	-24%	3%
CCN1CCN(Cc2c(O)ccc3c2O/C(=C\C=C\c2ccccc2)C3=O)CC1	-5%	0%	-0.1	-18%	i	?	1%	-1%	0%
Cc1cc(C)cc(NC(=O)NC2CCN(CC(=O)Nc3cccc(Cl)c3C)CC2)c1	-2%	-12%	1.1	2%	i	-0.1%	-21%	4%	-6%
COc1cc(N2C(=O)CSC23C(=O)N(C)c2ccccc23)cc(OC)c1OC (stereo not drawn)	.	3%	.	3%	.	-2.1%	12%	-13%	-16%
CCCS(=O)(=O)NCCc1csc(-c2ccc(OC)c(OC)c2)n1	-1%	2%	0.5	-9%	i	2.9%	-6%	3%	?
N#CCC(=O)NNC(=S)NC(=O)C(c1ccccc1)c1ccccc1	-1%	3%	0.5	2%	i	-0.2%	16%	0%	-1%

New compounds follow.
SMILES	Mm-Cpn inhibitor	A549 viability	CCT chaperon mod	HepG2 viability	pAkt inh	Nrf2 ARE act	TGFb SMAD3 inh	Abeta rescue	Nrf2 block
COCCOC(=O)C1=C(C)NC(=O)NC1c1ccco1 (stereo not drawn)	0%	1%	2.3	-35%	i	-0.2%	-7%	1%	-5%
CCOC(=O)c1cc[nH]c1C	2%	4%	-1.1	3%	i	0.0%	-2%	1%	-6%
COc1cccc(-c2nc(NCc3cccnc3)c3ccccc3n2)c1O	-1%	-15%	-3.9	-13%	i	8.5%	-10%	0%	17%
O=C(NCCCN1CCCCCC1)C1CCCN(S(=O)(=O)c2cccc3nsnc23)C1 (stereo not drawn)	3%	-1%	0.9	-20%	i	-1.3%	5%	-23%	-1%
COc1cccc(NC(=O)Cc2csc(COc3cccc(C)c3)n2)c1	.	-5%	.	1%	.	-0.5%	-13%	22%	4%
CCn1c(CNC(=O)c2ccccc2F)cc2cc(C)ccc21	-5%	-4%	-3.4	1%	i	2.6%	0%	22%	11%
O=C(COc1ccccc1F)OCc1cc(=O)n2nc(-c3cccs3)sc2n1	.	11%	.	3%	.	5.3%	-4%	-16%	?
Cc1ccc(-c2cc(C(=O)Oc3ccc(C#N)cc3)no2)cc1C	.	-21%	.	2%	.	0.5%	8%	-14%	-22%
COc1ccc(CC(=O)Nc2ccc3c(c2)C(=O)N(CCC(=O)O)C3=O)cc1	1%	1%	0.5	-5%	i	-0.6%	0%	-4%	5%
COc1ccc(CCN2CC(C(=O)O)CC2=O)cc1OC (stereo not drawn)	1%	1%	-1.4	6%	i	0.1%	4%	2%	1%
COc1ccc(NC(=O)Nc2nnc(-c3ccccc3SCc3ccccc3)s2)cc1	-1%	-7%	-5.4	-24%	i	2.3%	-8%	-10%	-11%
COCCNC(=O)C1(C)CCCN(C(=O)c2ccc3c(c2)CCO3)C1 (stereo not drawn)	.	.	-1.9	-3%	i	0.4%	3%	-13%	.
CCS(=O)(=O)Nc1ccc(Cc2ccncc2)cc1	-1%	3%	-1.9	-37%	i	-0.4%	?	-5%	-14%
CCc1ccc2oc(-c3cc(N)ccc3O)nc2c1	1%	0%	1.2	0%	i	4.5µM*	-3%	-18%	?
O/N=C(/c1ccccc1)c1cc2cc(Br)cc(Br)c2o1	0%	?	-0.6	-25%	i	-0.1%	-28%	-2%	?
CCOC(=O)c1ccc(N2C(=O)CC(NNC(=O)c3ccc(Br)s3)C2=O)cc1 (stereo not drawn)	-2%	4%	-0.1	3%	i	1.8%	-2%	8%	-12%
O=S1(=O)CC(O)C(Nc2ccccc2)C1 (stereo not drawn)	.	1%	-0.9	3%	i	-0.5%	-8%	-1%	12%
Cc1cccc(N(CC(=O)NC(C)(C)C)C(=O)CS(=O)CC(=O)Nc2ccc3c(c2)OCO3)c1 (stereo not drawn)	2%	-5%	-2.9	-19%	i	-0.2%	-6%	8%	5%
O=C(NCc1cccs1)c1cc2c(s1)CCCC2	-1%	-10%	0.1	-23%	i	0.2%	-1%	16%	1%
O=[N+]([O-])c1cc(C(F)(F)F)ccc1NCCCCNS(=O)(=O)c1ccc(Cl)cc1	0%	?	0.4	10µM*	i	4.7%	?	-21%	?
CCS(=O)(=O)NC(=O)C1(C)CCN1C(=O)Cc1ccc(Cl)cc1Cl (stereo not drawn)	.	.	1.2	-17%	i	-1.4%	-1%	-7%	.
Cc1oc(-c2ccc(C(=O)NCCN(C)C)cc2)nc1CS(=O)(=O)c1ccccc1	.	6%	.	-4%	.	2.3%	-8%	-25%	11%
CS(=O)(=O)NCc1nnc(SCc2ccccc2C(F)(F)F)o1	1%	0%	-2.8	-9%	i	0.2%	-3%	-3%	-21%
N#Cc1c2c(c(NCCOCCO)n3c1nc1ccccc13)CCCC2	-2%	-1%	2.7	-12%	i	3.9%	3%	-22%	-14%
COCCCNC(=O)[C@@H](Cc1ccccc1)NC(=O)CC[C@H]1O[C@@H](n2ccc(=O)[nH]c2=O)[C@H](O)[C@@H]1O	.	.	-2.9	-22%	i	-1.3%	-3%	-13%	.

Compound profiles (already shown). Screens in order: Mm-Cpn inhibitor	A549 viability	CCT chaperon mod	HepG2 viability	pAkt inh	Nrf2 ARE act	TGFb SMAD3 inh	Abeta rescue	Nrf2 block
`Cc1ccc(-c2cc(C(=O)Oc3ccc(C#N)cc3)no2)cc1C` is entered as .	-21%	.	2%	.	0.5%	8%	-14%	-22%
`O/N=C(/c1ccccc1)c1cc2cc(Br)cc(Br)c2o1` is entered as 0%	?	-0.6	-25%	i	-0.1%	-28%	-2%	?

Nothing new here: an excerpt of the list.
SMILES	Mm-Cpn inhibitor	A549 viability	CCT chaperon mod	HepG2 viability	pAkt inh	Nrf2 ARE act	TGFb SMAD3 inh	Abeta rescue	Nrf2 block
COc1ccc(CCN2CC(C(=O)O)CC2=O)cc1OC (stereo not drawn)	1%	1%	-1.4	6%	i	0.1%	4%	2%	1%
COc1ccc(NC(=O)Nc2nnc(-c3ccccc3SCc3ccccc3)s2)cc1	-1%	-7%	-5.4	-24%	i	2.3%	-8%	-10%	-11%

Screening results deposited in PubChem BioAssay by National Center for Advancing Translational Sciences (NCATS).
